# From PubChem
# CHT allo act: allosteric activators of human choline transporter CHT. B-score at 10 µM. CHT-expressing cells, membrane potential dye, choline EC20; hits give high values; LV-AA mutant CHT in HEK293 cells. hit rate 0.49% among 310,000. Q9GZV3;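 active = initial fluorescence not abnormally high and integrated response B-score, plate-corrected, over 3 SD above library mean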
# Target sequence (Q9GZV3 whole entry, looked up): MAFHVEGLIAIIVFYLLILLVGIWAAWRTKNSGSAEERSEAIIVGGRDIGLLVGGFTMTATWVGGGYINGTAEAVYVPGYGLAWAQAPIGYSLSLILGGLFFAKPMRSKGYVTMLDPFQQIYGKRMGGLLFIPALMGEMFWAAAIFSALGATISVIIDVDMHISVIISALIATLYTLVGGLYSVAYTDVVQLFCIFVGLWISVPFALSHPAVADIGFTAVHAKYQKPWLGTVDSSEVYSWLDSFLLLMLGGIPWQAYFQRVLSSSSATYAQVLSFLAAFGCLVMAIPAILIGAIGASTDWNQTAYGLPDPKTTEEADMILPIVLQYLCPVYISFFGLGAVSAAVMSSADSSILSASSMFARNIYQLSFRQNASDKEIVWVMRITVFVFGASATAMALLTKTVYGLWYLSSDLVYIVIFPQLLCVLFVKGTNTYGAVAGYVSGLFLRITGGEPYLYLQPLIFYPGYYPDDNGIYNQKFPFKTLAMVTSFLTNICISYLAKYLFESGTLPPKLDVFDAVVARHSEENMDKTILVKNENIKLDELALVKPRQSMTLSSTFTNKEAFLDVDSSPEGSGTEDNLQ
# OX1R antag-1: antagonists of human orexin 1 receptor; O43613; CHO/OX1R cells, Fluo-8 calcium fluorescence, orexin A; inhibition, % at 5 µM; hit rate 0.43% among 330,000; AID 434989;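 active = inhibition above its plate's threshold, mean inhibition of all tested compounds on the plate plus 3 SD, cut at about 37% in these data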;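 note: 0% = orexin A challenge wells and 100% = SB-334867-A antagonist wells; not every result past the cut was called active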
# Target sequence (O43613 whole entry, looked up): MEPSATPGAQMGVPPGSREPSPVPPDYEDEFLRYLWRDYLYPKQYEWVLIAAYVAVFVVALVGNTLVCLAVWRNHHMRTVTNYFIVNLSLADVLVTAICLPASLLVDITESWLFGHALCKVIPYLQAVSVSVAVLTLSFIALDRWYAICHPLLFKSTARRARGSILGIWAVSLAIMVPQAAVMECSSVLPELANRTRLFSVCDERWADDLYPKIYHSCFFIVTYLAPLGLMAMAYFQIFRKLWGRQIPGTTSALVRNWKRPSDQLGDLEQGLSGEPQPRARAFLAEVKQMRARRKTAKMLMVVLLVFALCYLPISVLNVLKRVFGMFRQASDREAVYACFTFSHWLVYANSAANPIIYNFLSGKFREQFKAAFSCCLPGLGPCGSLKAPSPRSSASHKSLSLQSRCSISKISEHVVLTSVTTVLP
# OX1R antag-2: OX1R (human) antagonism. O43613. OX1R-expressing cells, FRET antagonist read-out. inhibition, % at 6.6 µM. hit rate 1.8% among 330,000. AID 485270; in the data active = inhibition mostly above about 38%, no sharp cut-off; inactive = mostly below about 40%;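 note: 0% = agonist challenge alone and 100% = reference antagonist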
# The depositor's hits bear a star; i = inactive; . = no result given. Compounds were not picked by outcome; 2.5% or so of the library scored in one or more.
Compound	OX1R antag-2	OX1R antag-1	CHT allo act
CCOC(=O)c1cc(C(=O)Nc2ccccc2F)nn1C	12	-10	i
O=C(NCCCN1CCCC1=O)c1cccs1	10	-4	i
Cc1c(Cl)ccc2sc(NC(=O)CN3C(=O)c4ccccc4C3=O)nc12	5	-9	i
O=C(COC(=O)c1cc(=O)[nH]c2ccc(Br)cc12)c1ccccc1	18	-38	i
Cc1ccc(NC(=O)CSc2n[nH]c(-c3ccco3)n2)cc1	23	-14	i
O=[N+]([O-])c1ccc(N2CCN(CCO)CC2)cc1Sc1ccccn1	27	-23	i
CC1(C)CC(=O)C=C(NNC(=O)c2ccc(N)cc2)C1	-3	1	i
CN(C(=O)C1CCCN1S(=O)(=O)c1ccc(Cl)cc1)c1ccccc1 (stereo unspecified)	9	-7	.
O=C(Nc1cc([N+](=O)[O-])ccc1F)c1ccc2ccccc2c1	5	-12	i
CC1CCCC(NC(=O)COC(=O)[C@@H](NC(=O)c2ccc(F)cc2)C(C)C)C1C (stereo partly specified)	9	-23	.
COc1ccc(CCn2c(C)ccc2C)cc1OC	32	-18	i
Cc1ccnc(NC(=O)CCC(=O)N(CC(=O)NCc2ccc(F)cc2)c2ccc(F)cc2)c1	8	-29	i
CCOC(=O)Cc1csc(NC(NC(=O)OCC)(C(=O)OCC)C(F)(F)F)n1 (stereo unspecified)	24	-6	i
O=C(Cc1ccccc1)Nc1c(Cl)ccc2nsnc12	28	-10	i
COc1ccc(Cl)cc1NC(=O)CN(C)CC(=O)N(CC(C)C)c1c(N)n(CC(C)C)c(=O)[nH]c1=O	6	-4	.
CCCOc1ccc(N2C(=O)C3ON(c4ccccc4)C(c4ccc(O)c(OC)c4)C3C2=O)cc1 (stereo unspecified)	25	-24	i
COC(=O)c1ccc(C(=O)Nc2nc3cc(N)c(C)cc3s2)cc1	-2	-3	i
Cc1sc(NC(=O)/C=C/C(=O)O)c(C(N)=O)c1-c1ccc(C(C)(C)C)cc1	14	-1	i
Cc1cc(OCC(=O)OCC(=O)c2c(N)n(C)c(=O)n(C)c2=O)ccc1Cl	12	-32	.
CC(C)[C@H](CN1CCC[C@H]1CN1C(N)=NC[C@H]1C(C)C)N1C[C@@H](Cc2ccccc2)N(CCCC2CCCC2)C1=N	-5	-4	.
Cc1cc(NC(=O)CCC(=O)N(Cc2ccco2)C2(C(=O)NC3CCCC3)CCCCC2)no1	42	-28	i
COc1cc(NC(=O)C2=CC(c3cccs3)=NS(=O)(=O)N2C)cc(OC)c1OC	19	-19	i
O=C(COC(=O)c1cccc(-n2cnnn2)c1)Nc1c(Cl)cccc1C(F)(F)F	6	-6	i
O=C(c1cc2cc(Br)ccc2o1)N1CCOCC1	17	-16	i
CCCCn1cc(C(C)(C)C)c(C#N)c1NC(C)=O	11	5	i

# Molecules listed so far that contain a furan ring, fused or not, in the order listed:
Compound	OX1R antag-2	OX1R antag-1	CHT allo act
Cc1ccc(NC(=O)CSc2n[nH]c(-c3ccco3)n2)cc1	23	-14	i
Cc1cc(NC(=O)CCC(=O)N(Cc2ccco2)C2(C(=O)NC3CCCC3)CCCCC2)no1	42	-28	i
O=C(c1cc2cc(Br)ccc2o1)N1CCOCC1	17	-16	i

# More results
Compound	OX1R antag-2	OX1R antag-1	CHT allo act
CC(=O)c1nccs1	1	-10	.
COc1ccc(C(=O)OCC(=O)N2CCCCC2)cc1[N+](=O)[O-]	20	-11	i
COC(=O)C(C)N1C(=O)S/C(=C/c2cc(C)n(C(C)C)c2C)C1=O (stereo unspecified)	24	-22	i
O=C1CC(c2nc3ccccc3[nH]2)CN1c1ccccc1 (stereo unspecified)	10	-9	i
COC(=O)c1[nH]c(C)c(/C(O)=C2\C(=O)C(=O)N(CCN(C)C)C2c2ccccc2OC)c1C (stereo unspecified)	24	-19	i
CCOc1ccccc1C(C(=O)NCCOC)N(CCOC)C(=O)Cn1nnc2ccccc21 (stereo unspecified)	13	2	i
COc1ccc(Cl)cc1C(=O)NCCN1CCOCC1	39	-6	i
COC(=O)Cn1cnc2c(Cl)nc(F)nc21	11	6	.
C/C(=N/N=C(/N)SCc1ccccc1)C(C)(C)C	13	-8	i
O=S(=O)(c1ccc(NCCOCCO)nc1)N1CCCCC1	-3	1	.
COc1ccccc1NC(=O)c1ccc2nc(N3C(=O)CCC3=O)sc2c1	16	-9	i
CNC(=O)C(=O)N/N=C/c1ccccn1	15	-8	i
Cc1ccc(/C=C/C(=O)NC(C)c2ccccc2)cc1 (stereo unspecified)	25	-14	i
COc1cc2nc(C3CC3)n(NC(=O)c3ccc(F)cc3)c(=O)c2cc1OC	11	-8	i
O=C(NCCOc1cccnc1)C1CCC(=O)N(Cc2ccccc2F)C1 (stereo unspecified)	26	-13	i
Nc1cc(=O)[nH]n1C1CCN(c2ccccc2)CC1	5	-10	i
COc1ccc(/C=N/Nc2nc(-c3ccc(C)cc3)c(C#N)c(=O)[nH]2)cc1	-10	-4	i
CC1CCN(C(=O)CCNS(=O)(=O)c2ccc3c(c2)oc(=O)n3C)CC1	7	-2	i
CCOc1cc(S(=O)(=O)Nc2ccc(Cl)cn2)ccc1F	16	-18	i
CCN(c1ccccc1)S(=O)(=O)c1ccc(C(=O)N2CCOCC2)cc1	3	-13	.
O=C(Cn1nc(-c2ccccc2Cl)ccc1=O)Nc1ccccc1-c1ccccc1	44	-18	i
NC(=O)C1CCN(C(=O)c2ccc(-c3ccccc3Cl)o2)CC1	3	-14	.
CC(=O)Oc1cccc(N2C(=O)CC(Nc3ccc(N4CCOCC4)cc3)C2=O)c1 (stereo unspecified)	46	-1	i
CCc1csc(CCNC(=O)C2CCC(=O)N(Cc3cccc(C(F)(F)F)c3)C2)n1 (stereo unspecified)	13	-24	i
Cc1nc2ccc(NC(=O)c3ccc(S(=O)(=O)N(C)C)cc3)cc2s1	4	-15	i
CCOc1ccc(C(=O)NCCCn2ccnc2)cc1	0	-5	i
CCc1ccccc1NC(=O)c1cc([N+](=O)[O-])ccc1N1CCOCC1	36	-13	i
CC(=O)OC(C(=O)NCCc1ccccc1)c1cccnc1 (stereo unspecified)	9	1	i
Cc1ccc(C(=O)N/N=C/c2ccc(OC(=O)c3ccccc3Cl)cc2)cn1	16	8	i
Cc1cccc(NC(=O)CCNS(=O)(=O)c2cccc3nonc23)c1	24	-20	i
O=C(NC1CC2CCCC(C1)N2C(=O)Nc1ccccc1)c1ccncc1 (stereo unspecified)	17	-13	i
Cc1ccccc1CSc1nccn1-c1ccccc1	59	-14	i
CCOC(=O)c1cc2sc(C)cc2n1CC(=O)NCCc1ccccc1	3	-11	i
O=C(Nc1ccc(C(=O)N2CCC(N3CCCC3)CC2)cc1)c1ccc(Br)o1	7	9	i
CCOc1ccccc1Nc1ccc(C(=O)O)cc1N	-2	-2	i
O=[N+]([O-])c1ccccc1S(=O)(=O)Nc1cccc(S(=O)(=O)N2CCCC2)c1	7	-31	.
CCS(=O)(=O)N1CCCC(C(=O)NCCCOC(C)C)C1 (stereo unspecified)	1	0	i
Cn1cc(Br)c(C(=O)NN2C(=O)C3C4C=CC(C5CC45)C3C2=O)n1 (stereo unspecified)	11	-3	i
N/C(=N\OC(=O)c1cccc(Br)c1)c1ccccc1	-7	2	i
CN1C(=O)NC(c2ccc(C(F)(F)F)cc2)C2=C1CC(C)(C)CC2=O (stereo unspecified)	0	-25	i
CCn1ncc(NC(=S)NCCc2ccc(OC)c(OC)c2)c1C(N)=O	21	-19	i
CCCCC1(C)NC(=O)N(CC(=O)Nc2cc(S(=O)(=O)N3CCOCC3)ccc2Cl)C1=O (stereo unspecified)	11	-13	.
O=C(c1ccc(F)cc1)N1CCC(C(=O)N2CCN(Cc3ccc4c(c3)OCO4)CC2)CC1	19	-5	i
CC1(C)C(=O)Nc2ccccc2N1C(=O)COC(=O)CSc1ccc(F)cc1	-3	0	.
CCc1ccc(NC(=O)c2cnn(-c3ccccc3)c2C2CCNCC2)cc1	15	-24	i
Cc1ccc(N(CC(=O)NCCSc2nc3ccccc3s2)S(=O)(=O)c2ccccc2)c(C)c1	29	-12	i
COC(=O)C1CCN(C(c2cccs2)c2sc3nc(C)nn3c2O)CC1 (stereo unspecified)	10	-6	i
CCOC(=O)C1CCCN(S(=O)(=O)c2ccc3c(c2)CC(C)N3C(=O)C2CC2)C1 (stereo unspecified)	7	-26	i
O=C(Oc1ccccc1)Oc1ccc2c(c1)oc(=O)c1ccccc12	7	-16	i
O=C1CC(NS(=O)(=O)c2cc(F)ccc2F)CN1c1cccc(F)c1 (stereo unspecified)	3	-23	i

# Carrying on.
Compound	OX1R antag-2	OX1R antag-1	CHT allo act
CC(CCc1ccccc1)NC(=O)C(Cc1ccccc1)NC(N)=O (stereo unspecified)	23	-7	i
CCC(C)NC(=O)c1ccc(N2CC3CC(C2)c2cccc(=O)n2C3)c(NC(=O)c2ccc(Br)o2)c1 (stereo unspecified)	8	6	i
COc1ccc(CN2CCN(Cc3cccc(F)c3)CC2)cc1OC	2	-9	i
COc1ccc(CC(=O)Nc2ccc(-c3nnc(-c4ccccc4)o3)cc2)cc1	12	-4	i
COc1cnc(-c2ccccn2)nc1Oc1ccc(C(C)(C)C)cc1	5	-36	i
CC(C)c1ccc(C2/C(=C(/O)c3ccccc3)C(=O)C(=O)N2CCCN2CCOCC2)cc1 (stereo unspecified)	4	-19	i
Cc1noc(C)c1COC(=O)/C=C/c1ccc(Cl)cc1	23	-12	i
Cc1ccc(-c2noc(CSc3nnc(-c4ccncc4)n3-c3ccc(C)cc3)n2)cc1	4	-19	i
COc1cc(Br)cc(/C=N/NC(=O)Cc2ccc(C(F)(F)F)cc2[N+](=O)[O-])c1O	10	-2	i
CNC(=O)CSc1n[nH]c(-c2cc(Cl)ccc2OC)n1	13	-12	i
COc1ccc(-c2cc(CNC(=O)CCl)on2)cc1	3	-2	i
O=c1c2ccccc2c(-c2ccc(Br)cc2)nn1Cc1ccccc1	12	-16	i
O=C(CN1CCN(c2ncccn2)CC1)NCCC1=CCCCC1	4	-6	i
CCOCCCNC(=O)CSCc1nc(-c2ccc(SC)cc2)oc1C	9	-28	i
O=C(NCCc1ccccc1)C(=O)NCC1CCCN1S(=O)(=O)c1ccccc1 (stereo unspecified)	42*	-4	i
CC(C)(C)n1nnnc1C(c1cccnc1)N1CCN(c2ccccc2F)CC1 (stereo unspecified)	7	-2	i
COc1ccc(-n2nc(C(=O)NCC(=O)N3CCC(C(N)=O)CC3)c3ccccc3c2=O)cc1OC	27	-5	i
COC(=O)c1cc(OC)c(OC)cc1NC(=O)CN1C(=O)c2ccccc2C1=O	17	-10	i
Cc1cc(C)nc(NS(=O)(=O)c2ccc(NC(=O)NC3CCCCC3)cc2)n1	4	-5	i
CC1CN(C(=O)CN(C)S(=O)(=O)c2ccc3ccccc3c2)CC(C)O1 (stereo unspecified)	5	-14	i
Cc1noc(C)c1COc1ccccc1C(=O)Nc1ccc(C(N)=O)cc1	8	-15	.
CC(C(=O)NCc1ccc(F)cc1)c1ccc([N+](=O)[O-])cc1 (stereo unspecified)	15	-8	i
COc1ccc(NC(=S)NC(C)c2ccncc2)cc1OC (stereo unspecified)	0	-16	i
CCCCNC(=O)c1cc(S(=O)(=O)N2CCCCC2)oc1C	2	-13	i
COc1cccc2c(C)nc(Nc3nc(CSc4nnc(C)s4)cc(=O)[nH]3)nc12	20	-22	i

# A second format for 2 compounds above:
COC(=O)C1CCN(C(c2cccs2)c2sc3nc(C)nn3c2O)CC1 (stereo unspecified)
  OX1R antag-2: 10; OX1R antag-1: -6; CHT allo act: i
CCOC(=O)C1CCCN(S(=O)(=O)c2ccc3c(c2)CC(C)N3C(=O)C2CC2)C1 (stereo unspecified)
  OX1R antag-2: 7; OX1R antag-1: -26; CHT allo act: i

# Part of the list above, with each value named.
> CNC(=O)CSc1n[nH]c(-c2cc(Cl)ccc2OC)n1
  OX1R antag-2: 13	OX1R antag-1: -12	CHT allo act: i
> O=c1c2ccccc2c(-c2ccc(Br)cc2)nn1Cc1ccccc1
  OX1R antag-2: 12	OX1R antag-1: -16	CHT allo act: i
> Cc1noc(C)c1COc1ccccc1C(=O)Nc1ccc(C(N)=O)cc1
  OX1R antag-2: 8	OX1R antag-1: -15	CHT allo act: .
> COc1cnc(-c2ccccn2)nc1Oc1ccc(C(C)(C)C)cc1
  OX1R antag-2: 5	OX1R antag-1: -36	CHT allo act: i

# (list continues)
Compound	OX1R antag-2	OX1R antag-1	CHT allo act
C/C(N)=C(/C#N)C(=O)CSc1nc2ccccc2c(=O)n1-c1ccccc1C	28	-33	i
CC(=O)OCc1c(-c2ccccc2)c2cc([N+](=O)[O-])ccc2n1C	0	-24	i
COc1ccc(-c2cnc(N)nc2-c2ccc(OC)cc2O)cc1	24	-8	i
CC(=O)c1c(C)nc(-c2ccc(OCC(=O)Nc3cccc(C)c3C)cc2)n1O	4	-30	i
O=C(NCCCN1CCOCC1)C(=O)NCC1OCCN1S(=O)(=O)c1cc(F)ccc1F (stereo unspecified)	0	-14	i
CC(O)CNC(=O)C1CCN(Cc2ccc(OCc3ccccc3)cc2)CC1 (stereo unspecified)	12	-12	i
